Source: PubChem BioAssay
Runt-CBFb FRET: inhibitors of RUNX1 Runt–CBFb binding, primary screen, biochemical, FRET, Cerulean-Runt, Venus-CBFb, uHTS | Runt-related transcription factor 1 (Homo sapiens) + Core-binding factor subunit beta … | Cerulean-Runt/Venus-CBFb FRET ratio 530/480, 1 h | inhibition, % at 20 µM | 220,000 compounds, 0.46% hits;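 active means inhibition over about 50% at 20 µM in the single-dose screen, limit read from the data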;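 further: 0% = DMSO wells and 100% = excess unlabeled CBFb competitor control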
Target sequence (Q01196 whole entry, looked up): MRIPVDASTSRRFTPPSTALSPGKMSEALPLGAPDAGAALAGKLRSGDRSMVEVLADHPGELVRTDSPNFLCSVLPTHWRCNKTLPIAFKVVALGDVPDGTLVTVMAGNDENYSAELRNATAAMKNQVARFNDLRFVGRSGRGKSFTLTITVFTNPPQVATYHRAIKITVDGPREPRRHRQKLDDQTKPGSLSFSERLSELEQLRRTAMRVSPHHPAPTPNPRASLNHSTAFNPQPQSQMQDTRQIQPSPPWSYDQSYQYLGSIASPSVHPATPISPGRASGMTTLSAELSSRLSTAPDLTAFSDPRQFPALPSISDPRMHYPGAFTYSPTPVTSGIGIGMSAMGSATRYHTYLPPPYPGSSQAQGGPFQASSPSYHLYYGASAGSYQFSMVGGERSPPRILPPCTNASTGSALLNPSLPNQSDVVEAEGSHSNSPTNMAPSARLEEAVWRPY
Target sequence (Q13951 whole entry, looked up): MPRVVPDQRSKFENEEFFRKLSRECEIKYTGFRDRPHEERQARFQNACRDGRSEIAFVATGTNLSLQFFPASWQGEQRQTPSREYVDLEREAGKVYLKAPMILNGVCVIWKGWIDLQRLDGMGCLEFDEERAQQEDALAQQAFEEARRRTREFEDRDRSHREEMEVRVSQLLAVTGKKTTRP
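Measured by: fluorescence energy transfer, 422 nm excitation, 530/480 nm emission; test system: Cerulean-tagged RUNX1 Runt domain (FRET donor) fusion protein; buffer or medium: Tris pH 7.5 buffer with BSA; compound: one dose, 20 µM compound, 1% DMSO; times: two 1 h room-temperature incubations shielded from light; benchmarks: unlabeled CBFb 5 µM, positive control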
Starred values were filed as active, the others as inactive. Not all compounds are listed. The share of hits here may be higher or lower than overall.

SMILES	Runt-CBFb FRET
CCC1=C(OC(=O)N(CC)CC)N2C(=O)OC(=NCC3CC3)[C@]2(Cc2ccccc2)[C@H]2C1=CC[C@H]1C(=O)N(CC(=O)OC)C(=O)[C@H]12	0.5
CCN(CC)C(=O)CC(c1cc(OC)c(OC)c(OC)c1)c1c(O)cc(OC)cc1OC (centres undefined)	-1.6
NC(=O)CC(NC(=O)c1cccc(Br)c1)c1ccc(NCCN2CCOCC2)c([N+](=O)[O-])c1 (centres undefined)	-2.4
CCCCNC(=O)c1c(CSc2ccccc2)noc1C(=O)NCc1ccccc1	0.9
CC1(C)CC(=O)C2=C(C1)Oc1ncn3nc(-c4cccnc4)nc3c1C2c1ccccc1 (centres undefined)	-4.4
Cc1ccc(C2CC(=O)c3cnc(N4CC(C)CC(C)C4)nc3C2)cc1 (centres undefined)	-0.4
CCOC(=O)c1c(C)oc2c1c(C(c1cccnc1)N1CCN(C)CC1)c(O)c1ccccc12 (centres undefined)	7.9
O=C(N[C@@H](Cc1ccccc1)C(=O)OCc1ccccc1)c1nc[nH]c1C(=O)N1CCN(c2ccccc2)CC1	-0.5
Cc1cccc(NC(=O)c2nc[nH]c2C(=O)N[C@@H](C)C(=O)OC(C)(C)C)c1	-2.9
C#CCOCCOCCOCCNc1nc(N2CCN(C(=O)[C@H](CCC(=O)O)n3cc(C(N)Cc4ccc(O)cc4)nn3)CC2)nc(N2CCN(C(=O)[C@H](Cc3ccc(O)cc3)n3cc(C(N)CC(C)C)nn3)CC2)n1 (some centres undefined)	1.2
C=CCCN(C(C(=O)OC)C(C)C)S(=O)(=O)c1ccccc1Br (centres undefined)	-0.6
CC(C)C[C@@H](CSc1ccc(Br)cc1)N1CCN(CCc2ccccc2)CCC1=O	-3.1

Entries above containing an NH in an aromatic ring (two):
SMILES	Runt-CBFb FRET
O=C(N[C@@H](Cc1ccccc1)C(=O)OCc1ccccc1)c1nc[nH]c1C(=O)N1CCN(c2ccccc2)CC1	-0.5
Cc1cccc(NC(=O)c2nc[nH]c2C(=O)N[C@@H](C)C(=O)OC(C)(C)C)c1	-2.9

Following part:
SMILES	Runt-CBFb FRET
COC(=O)[C@@H]1C[C@@]2(O)[C@H](O)[C@H](O)[C@H](O)C[C@H]2N1Cc1ccc(C(C)(C)C)cc1	-0.3
Cc1csc2ncc(C(=O)Nc3cccc(C(F)(F)F)c3)c(=O)n12	-5.5
COc1ccc(C2C(C(=O)c3cc4cccc(OC)c4o3)=C(O)C(=O)N2CCCN(C)C)cc1OC (centres undefined)	-2.0
C1=C(N2CCOCC2)/C(=C/c2nc3ccccc3[nH]2)CC1	-0.4
C=C(C)C(=O)Nc1cccc(C2=NOC3(C2)C[C@@H](C(N)=O)N(C(=O)c2ccc(Cl)cc2)C3)c1 (some centres undefined)	3.3
O=C(NC1CC1)C1=C[C@H](c2c[nH]c3ccccc23)C[C@H](OCCCCO)O1	-0.5
Cc1csc(NC(=O)CSc2nc(C)nc3c2c(=O)n(C)c(=O)n3C)n1	-1.5
COC(=O)CCCC1=CC2=CC(=O)C(C)(OC(=O)C3CCCC3)C(=O)C2=CO1 (centres undefined)	-9.9
COc1ccc(C2/C=C\CN(C(=O)CC(C)C)CC(=O)N2Cc2ccc(F)cc2)cc1 (centres undefined)	1.9
CCCCCCN(C(=O)CCCCCN1C(=O)NC(c2ccc(-c3ccccc3)cc2)C(C(=O)OCc2ccccc2)=C1C)C(C(=O)NCCCC)C1CCCCC1 (centres undefined)	0.2
Cc1ccc(N2CCN(c3cc(C)nc4c5c(C)cc(C)nc5nn34)CC2)cc1	0.0
C/C=C\C=C\C(=O)N1CC2(CC(c3cccc(NC(=O)/C(C)=C\C)c3)=NO2)C[C@H]1C(N)=O (some centres undefined)	7.7
COc1cc(/C=C/C(=O)OC2CC3CCC2(C)C3(C)C)ccc1O (centres undefined)	1.5
CCN(CC)CCC(c1ccc(N(C)C)cc1)c1c(OC)cc(OC)c2c(-c3ccccc3)cc(=O)oc12 (centres undefined)	3.3
COCCn1c(SCC(=O)OCc2ccccc2)nc2c1c(=O)[nH]c(=O)n2C	-0.8
CCCCCC(=O)Nc1cccc(C2=NOC3(C2)C[C@H](C(N)=O)N(C(=O)CCCCC)C3)c1 (some centres undefined)	-1.5
CCOC(=O)N1CCN(c2ncnc3c2oc2nc(C)c4c(c23)CC(C)(C)OC4)CC1	-1.5
O=C(CN(C(=O)CCC(=O)Nc1ccccn1)c1ccc2c(c1)OCCO2)NCCc1ccccc1	-1.3
CCCCNC(=O)C(c1ccc(OCC(=O)OC)c(C(=O)OC)c1)N(CCc1c[nH]c2ccccc12)C(=O)CCCCCN1C(=O)NC(c2ccc(-c3ccccc3)cc2)C(C(=O)OCc2ccccc2)=C1C (centres undefined)	-7.2
C=C(C)C(=O)Nc1cccc(C2=NOC3(C2)C[C@@H](C(N)=O)N(C(=O)/C=C/CC)C3)c1 (some centres undefined)	1.9
CCCCn1c(=O)c2c(c3ccccc31)OCC(=O)N2	-0.3
COc1ccc(CN(Cc2cc3ccc(C)cc3[nH]c2=O)Cc2nnnn2C2CCCC2)cc1	11.4
O=C1NC[C@@H](Cc2cccc3ccccc23)N(CC2(c3ccccc3)CC2)C1=O	-2.7
O=C(COc1ccccc1)Nc1cccc(-c2nnc(-c3ccccc3)o2)c1	-3.2
COC(C/C=C/C(=O)COCc1ccccc1)OC	0.2
O=C(CSc1ccc2nnc(-c3ccc(Cl)cc3)n2n1)N1CCCC1	-0.4
Cc1ccc(-c2cccc(C3CC=CC4C3C(=O)N(Cc3ccccc3)C4c3ccc4ccccc4c3)c2)cc1 (centres undefined)	0.9
COC(=O)C1=COC(OC2OC(CO)C(O)C(O)C2O)C2C1C=CC2(O)CO (centres undefined)	3.2
CC(C)CCn1c(CN2CCN(c3cccc(Cl)c3)CC2)nc2c1c(=O)n(C)c(=O)n2C	-5.9
Cc1csc(NC(=O)c2c(O)c3cccc4c3n(c2=O)CCC4)n1	-3.3
CCCCNC(=O)C(c1ccc(OCC(=O)OC)c(C(=O)OC)c1)N(CCOC)C(=O)CCCCCN1C(=O)NC(c2ccc(-c3ccccc3)cc2)C(C(=O)OCc2ccccc2)=C1C (centres undefined)	-4.8
O=C(O)c1ccc(NS(=O)(=O)c2ccc3c(c2)OCCO3)cc1	2.0
C=C1CCN(C(C(=O)OC)C(C)C)S(=O)(=O)c2ccccc21 (centres undefined)	0.3
Clc1ccc(C2[C@H]3CN(Cc4cccnc4)[C@H](c4ccccc4)C34CC2(c2ccccc2)C4)cn1 (some centres undefined)	0.9
O=c1cc(-c2ccccc2Cl)oc2c(NS(=O)(=O)c3ccccc3C(F)(F)F)ccc(O)c12	-0.9
Cc1ccc(C)n1-c1cccc(C(=O)O)c1	15.4
Cc1cccc(NC(=O)c2nc[nH]c2C(=O)N[C@@H](CC(C)C)C(=O)OC(C)(C)C)c1	-2.7
O=C(NC1=NCCS1)c1cc(-c2ccccc2)nn1-c1ccccc1	-0.6
Cc1noc(C)c1C(=O)N1CCC2(CC1)Oc1ccc(F)cc1C(=O)C21CC(c2ccc(Cl)cc2)=NO1 (centres undefined)	-5.1
Cn1c(=O)c2c(nc(SC3C(=O)CC(C)(C)CC3=O)n2C)n(C)c1=O	5.6
CCC1=C(OC(=O)N(CC)CC)N2C(=O)OC(=NCc3ccccc3)[C@]2(C)[C@H]2C1=CC[C@H]1C(=O)NC(=O)[C@H]12	-3.4
Cc1ccc(C2C(C#N)=C(N)Oc3c2oc(CO)cc3=O)o1 (centres undefined)	-3.0
CCN(CC)C(=O)CC(c1ccc(OC)cc1)c1c(O)cc(OC)cc1OC (centres undefined)	-2.1
COc1ccc(NC(=O)c2cc(OC)c(OC)cc2OC)c(S(=O)(=O)N2CCOCC2)c1	1.6
CC(=O)c1ccc(-c2ccccc2[C@H]2[C@H]3C=CC[C@@H](C)[C@@H]3C(=O)N2Cc2ccccc2)cc1	0.2
CCCn1c(=O)c2ccccc2n2c(SCN3C(=O)c4ccccc4C3=O)nnc12	5.9
CC(C)=CCC/C(C)=C/C(=O)O	0.6
CCOC(=O)c1[nH]c(COC(=O)CCCOc2ccccc2)c(C(=O)OCC)c1C	-4.9
CC1(c2nnc(-c3ccc(F)cc3)o2)CC(c2ccccc2)=NO1 (centres undefined)	-0.3
C[C@@H]1CC=C[C@H]2[C@H]1C(=O)N(Cc1ccccc1)[C@H]2c1ccc(/C=C/c2ccccc2)cc1F	1.4
COc1cc([C@@H]2c3cc4c(cc3[C@@H](NC3CCN(Cc5ccccc5)CC3)[C@H]3COC(=O)[C@H]23)OCO4)cc(OC)c1O	5.5
C/C=C\C(=O)Nc1cccc(C2=NOC3(C2)C[C@@H](C(N)=O)N(C(=O)CCCCC)C3)c1 (some centres undefined)	0.5
COCCNC(=O)C1CC2Cn3c(nc4cc(C)c(C)cc43)C2N1C (centres undefined)	3.1
C[C@H](NC(=O)c1[nH]cnc1C(=O)Nc1ccc(CNC(=O)OC(C)(C)C)cc1)C(=O)OCc1ccccc1	-1.4
CC(C)C[C@H](NC(=O)c1nc[nH]c1C(=O)N1CCc2ccccc2C1)C(=O)OCc1ccccc1	-3.1
COc1cc2nc(CN3CCN(c4ncc(C(F)(F)F)cc4Cl)CC3)[nH]c(=O)c2cc1OC	-0.5
COC(=O)C1=C(C(=O)OC)[C@@H]2N(C)c3ccc(OC)cc3[C@@]23C[C@@H](C(=O)OC)N(S(=O)(=O)c2ccc(OC)cc2)C3=N1	-0.5
Cc1cc(C)c2c(n1)nn1c(NCCCn3ccnc3)cc(C)nc21	17.2
O=C1CCN(S(=O)(=O)c2ccccc2)CCN1CCOCc1ccc(Cl)cc1	3.4
CCCCCCN(C(=O)CCCCCN1C(=O)NC(c2ccc(-c3ccccc3)cc2)C(C(=O)OCc2ccccc2)=C1C)C(C(=O)NCCCC)c1ccc(OCC(=O)OC)c(C(=O)OC)c1 (centres undefined)	-3.9

Molecules from the list above containing a tert-butyl group, in the order listed:
SMILES	Runt-CBFb FRET
Cc1cccc(NC(=O)c2nc[nH]c2C(=O)N[C@@H](C)C(=O)OC(C)(C)C)c1	-2.9
COC(=O)[C@@H]1C[C@@]2(O)[C@H](O)[C@H](O)[C@H](O)C[C@H]2N1Cc1ccc(C(C)(C)C)cc1	-0.3
Cc1cccc(NC(=O)c2nc[nH]c2C(=O)N[C@@H](CC(C)C)C(=O)OC(C)(C)C)c1	-2.7
C[C@H](NC(=O)c1[nH]cnc1C(=O)Nc1ccc(CNC(=O)OC(C)(C)C)cc1)C(=O)OCc1ccccc1	-1.4

Grouped by structure: the entries above containing a furan ring, fused or not
SMILES	Runt-CBFb FRET
CCOC(=O)c1c(C)oc2c1c(C(c1cccnc1)N1CCN(C)CC1)c(O)c1ccccc12 (centres undefined)	7.9
COc1ccc(C2C(C(=O)c3cc4cccc(OC)c4o3)=C(O)C(=O)N2CCCN(C)C)cc1OC (centres undefined)	-2.0
CCOC(=O)N1CCN(c2ncnc3c2oc2nc(C)c4c(c23)CC(C)(C)OC4)CC1	-1.5
Cc1ccc(C2C(C#N)=C(N)Oc3c2oc(CO)cc3=O)o1 (centres undefined)	-3.0

More structures.
SMILES	Runt-CBFb FRET
COc1cccc(C2C(C(=O)c3sc(C)nc3C)=C(O)C(=O)N2CCN(C)C)c1OC (centres undefined)	2.0
CC(C)C[C@H](NC(=O)c1[nH]cnc1C(=O)N[C@@H](C)c1ccccc1)C(=O)OCc1ccccc1	0.5
C(#CC1CCCC1)c1ccc2c(c1)COc1c3ccccc3nn1-2	2.4
Cc1ccc(N(C(C)C(=O)O)S(=O)(=O)c2cccnc2)cc1 (centres undefined)	1.6
NC(=O)[C@@H]1CC2(CC(c3cccc(NC(=O)CC(c4ccccc4)c4ccccc4)c3)=NO2)CN1C(=O)COc1ccc(Cl)cc1 (some centres undefined)	1.4
O=C(CN1C(=O)C2CC=CCC2C1=O)Nc1nccs1 (centres undefined)	-0.2
C=CCN1c2ccccc2[C@]23C[C@@H](C(=O)OC)N(C(=O)c4ccc(Br)cc4)C2=NC(C(=O)OC)=C(C(=O)OC)[C@H]13	0.0
Cc1nn(-c2ccccc2)c2sc(C(=O)OCC(=O)N3CCCCC3)cc12	-4.1
O=c1c2cccc3c(N4CCOCC4)ccc(c32)c2nc3ccccc3n12	-64.6
COc1cc(OC)c2ccc(=O)oc2c1C(CC(=O)N1CCCC1)c1ccc2c(c1)OCO2 (centres undefined)	2.4
Cn1c(=O)[nH]c(=O)c2[nH]c(CN3CCN(Cc4ccccc4)CC3)nc21	1.0
CC(O)[C@H]1CNC(=O)C(=O)N1CC1CCCCC1 (some centres undefined)	-6.3
CCn1c(SCC(=O)Nc2ccc(OCc3ccccc3)cc2)nnc1-c1ccco1	-4.4
C[C@]12CC[C@@H]3c4ccc(O[C@@H]5O[C@H](C(=O)O)[C@@H](O)[C@H](O)[C@H]5O)cc4CC[C@H]3[C@@H]1C[C@@H](O)[C@@H]2O	12.5
CCc1nc2c(sc3nc(N4CCOCC4)c4c(c32)CC(C)(C)OC4)c(=O)o1	-2.3
CCN1CCN(c2ncnc3c2cnn3-c2ccc(Cl)cc2)CC1	-0.9
COC(=O)c1ccc(C23CC4(C2)[C@H](CN(Cc2ccc(-c5ccccc5)cc2)[C@@H]4c2ccccc2)C3c2ccccc2)cc1 (some centres undefined)	1.4
COC(=O)CCC(=O)OC1(C)C(=O)C2=CN(C(CO)CO)C(c3ccc(OC)cc3)=CC2=C(Br)C1=O (centres undefined)	18.5
O=C1NC[C@@H](Cc2ccc(O)cc2)N(CC2CCCCC2)C1=O	0.7
COCc1[nH]nc2c1C(c1ccccc1OC)C(C#N)=C(N)O2 (centres undefined)	-0.3
COc1ccc([C@H]2[C@@H]3C=CCC[C@@]3(C)C(=O)N2Cc2ccccc2)cc1Cl	1.9
C=CCN1C=C2C(=O)C(C)(OC(=O)CC)C(=O)C=C2C=C1CCCC (centres undefined)	5.0
COc1cc(NC(=O)c2cc3cccc(OC)c3o2)cc(C(=O)Nc2cccc(C(F)(F)F)c2)c1	-3.4
Cc1ccc(CNC(=O)c2cc3c(=O)n4cccc(C)c4nc3n(CC3CCCO3)c2=N)cc1 (centres undefined)	16.7
